MPTP block = inhibitors of mitochondrial permeability transition pore. isolated mouse mitochondria, Ca2+ swelling absorbance, 30 min. inhibition, % at 10 µM. 360,000 compounds, 1.4% hits. AID 602449;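 active = inhibition of 50% or more, scaled per plate between neutral and stimulator controls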;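 note: 0% = DMSO wells given calcium and 100% = 1 mM EGTA wells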
SENP8 inh = inhibitors of human SENP8 protease | Q96LD8 | recombinant SENP8, Nedd8 substrate fluorescence | inhibition, % at 20 µM | 360,000 compounds, 0.64% hits; in the data active = inhibition mostly above about 40%, no sharp cut-off; inactive = mostly below about 27%
Target sequence (Q96LD8 whole entry, looked up): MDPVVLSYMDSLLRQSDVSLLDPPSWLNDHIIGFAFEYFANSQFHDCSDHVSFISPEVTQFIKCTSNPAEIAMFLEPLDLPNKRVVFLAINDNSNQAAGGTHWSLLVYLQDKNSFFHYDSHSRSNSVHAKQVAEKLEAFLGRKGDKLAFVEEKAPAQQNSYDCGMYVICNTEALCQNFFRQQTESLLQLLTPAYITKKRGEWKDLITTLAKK
Numbers without * were called inactive; i = inactive. The list is partial, so the mix of outcomes need not match the whole.

Under each structure: SENP8 inh | MPTP block
COc1cccc(C(NC(=O)C2CCN(CCCOc3ccccc3)CC2)c2ccccn2)c1 (configuration not stated)
  15.0 | -0.2
COc1ccccc1C(CC(=O)c1ccccc1)C(=O)c1ccccc1 (configuration not stated)
  32.1 | -1.3
CC(C)N1CCC1(C)C(=O)Nc1nc2ccccc2[nH]1 (configuration not stated)
  10.7 | -1.3
COc1cnc(-c2cccc(C(F)(F)F)c2)c(NC(=O)c2cc3ccccc3s2)n1
  -7.5 | 6.5
CCCNC(=O)C1(C)CCN(C(=O)c2ccc(F)c(Cl)c2)C1 (configuration not stated)
  3.7 | -0.2
CCCCCCCCN1C(=O)[C@H](CC(=O)NCC2CCCCC2)C[C@@]2(C(=O)OC)CCCCC=C12
  3.9 | -2.6
COc1ccc(NC(=O)C2(C)Cc3c(-c4ccccc4)ccnc3O2)cc1OC (configuration not stated)
  12.9 | 0.5
O=C(Nc1ccc([N+](=O)[O-])cc1)OC1CCS(=O)(=O)C1 (configuration not stated)
  19.0 | -0.4
C[C@H]1COc2cccc(N3CCSCC3)c2S(=O)(=O)N1
  8.7 | 0.6
COc1cc(C2(C)SCCCS2)cc(OC)c1OC
  2.9 | 0.6
O=C(c1ccco1)N1CCN(C2CN(CCc3ccccc3)S(=O)(=O)C2)CC1 (configuration not stated)
  10.4 | -0.2
CC1(C(=O)Nc2cccc(Oc3ccccc3)c2)CCN1Cc1ccccc1OC(F)F (configuration not stated)
  13.0 | 4.0
Cc1nn(-c2ccccc2)c(-c2ccccc2[N+](=O)[O-])c1CC#N
  4.2 | -1.0
Fc1cccc(Cc2c(-c3ccco3)nc3c(Cl)cc(C(F)(F)F)cn23)c1
  -241.9 | -3.2
CC(C)NC(=O)C1(C)CN(S(C)(=O)=O)CC(=O)N1Cc1ccc2c(c1)OCO2 (configuration not stated)
  8.5 | -1.1
CC(O)(c1ccc(F)c(F)c1)c1nc(-c2cccc(C(F)(F)F)c2)cs1 (configuration not stated)
  7.3 | 6.6
CN(C)c1ccc(CC(=O)N2CCCCC2c2cc(C(=O)Nc3ccccc3)no2)cc1 (configuration not stated)
  13.2 | -0.1
OC(c1cccnc1)c1nc(-c2cccc(F)c2)cs1 (configuration not stated)
  1.6 | -0.8
Fc1cccc(Cl)c1C1SCc2nc3ccccc3n21 (configuration not stated)
  8.3 | -1.6
CC(O)(c1ccccc1)c1nc(-c2csc3ccccc23)cs1 (configuration not stated)
  12.5 | 1.0
CCC(C(=O)NC1CCCC1)n1c(C2CCCC2)nc2ccccc21 (configuration not stated)
  15.9 | 5.2
COc1ccc(Cl)cc1-c1cc(C(=O)NCc2ccc(F)cc2)[nH]n1
  10.3 | -1.8
O=C(C(=O)N1CCN(c2ccccc2)CC1)c1ccco1
  12.2 | 0.0
C/C=C1\NC(=O)[C@H](C)NC(=O)[C@@H](NC(=O)[C@@H](Cc2ccc(O)cc2)NC(=O)[C@@H](NC(=O)/C(C)=C/C)C(C)C)[C@@H](C)OC(=O)[C@H](CCCCc2ccc(O)cc2)NC(=O)[C@@H](CCC(=O)OC)NC1=O
  22.5 | 1.5
COc1ccccc1-c1cnc(C(O)c2ccc(C(C)(C)C)cc2)[nH]1 (configuration not stated)
  6.3 | 3.4
CC1CC(C)CN(C(C(=O)NC2CCCCC2)c2ccnc3ccccc23)C1 (configuration not stated)
  12.5 | -2.5
COc1ccc(C(=O)C[C@@H]2OC[C@H](Cc3ccccc3)N2S(=O)(=O)c2ccc(C)cc2)cc1OC
  11.0 | -0.7
COc1cc(CNC(=O)c2cc(-c3ccc(F)cc3C)n[nH]2)cc(OC)c1
  5.6 | 2.0
O=C(Nc1ccc(N2CCOCC2)cc1)c1csc([C@@H]2O[C@H](CO)[C@H](O)[C@H](O)[C@H]2O)n1
  37.2 | -0.2
CC(C)=CCC[C@H](C)C[C@@H]1CC2=C(C(=O)OC(C)(C)O2)[C@H](c2ccc(F)cc2)O1
  29.8 | 2.5
CCCNC(=O)C1(C)CCCN(C(=O)c2sccc2C)C1 (configuration not stated)
  12.4 | 0.5
Cc1nc2c(OCc3ccc(Cl)cc3)cccn2c1N(C)Cc1cccs1
  -40.3 | 79.6*
O=C(N[C@@H]1CC[C@@H](CCNS(=O)(=O)c2ccc(Cl)cc2)O[C@@H]1CO)c1cccnc1
  21.5 | 0.6
CCCC(=O)N1CCCC1(C)C(=O)Nc1ccc(C)c(C)c1 (configuration not stated)
  13.3 | -1.1
O=C(c1[nH]c(C(F)(F)F)nc1-c1ccccc1)N1CCN(c2ncc(C(F)(F)F)cc2Cl)CC1
  12.1 | 2.8
COC(=O)[C@]12CCCCC=C1N(Cc1ccc3c(c1)OCO3)C(=O)[C@H](CC(=O)N1CCN(C(=O)c3ccco3)CC1)C2
  17.3 | 1.6
CCOC(=O)[C@]12CCCC=C1N(CCC1=CCCCC1)C(=O)[C@H](CC(=O)NCc1cccc3ccccc13)C2
  14.0 | 2.5
CCN(CC)C(=O)c1cccc(-c2csc(C(NC(C)=O)c3ccccc3)n2)c1 (configuration not stated)
  -0.9 | -0.9
Cc1ccccc1-c1cnc(C(O)c2ccccc2)[nH]1 (configuration not stated)
  16.1 | -1.4
COc1ccc(NC(=O)C2C(c3ccc4c(c3)OCO4)=Nc3ccccc3N2C(=O)c2cccc(C(F)(F)F)c2)cc1 (configuration not stated)
  -46.1 | 2.9
CCCS(=O)(=O)NC(=O)C1(C)CCCN(C(=O)c2sccc2C)C1 (configuration not stated)
  15.7 | -1.0
Cc1ccc(Cn2cc(CN3CC(N4CCCC4)CS3(=O)=O)nn2)cc1 (configuration not stated)
  18.6 | -0.5
COc1ccc(NC(=O)c2cc(C3CCCCN3S(=O)(=O)c3ccccc3)on2)c(C)c1 (configuration not stated)
  -3.5 | -0.8
CCCc1nc2ccc(C)cn2c1Cc1ccc(OC)cc1C
  -53.5 | -1.7
COc1ccc(Cl)cc1-c1cc(C(=O)Nc2cc(OC)c(OC)c(OC)c2)[nH]n1
  2.1 | -0.2
COC(=O)c1ccc(Cn2c(C)c(C(=O)NCc3ccc(Cl)c(Cl)c3)sc2=O)o1
  -6.0 | -2.1
CC(=O)Nc1ccc(C(=O)N2CCCCC2c2cc(C(=O)NCc3cccnc3)no2)cc1 (configuration not stated)
  17.2 | -0.9
COC(=O)C[C@H]1CC[C@H](NC(=O)c2cccc(F)c2)[C@@H](CO)O1
  18.2 | 1.2
CN(C)c1ccc(-c2ccnc3c2CC(C)(C(=O)NCc2ccccc2)O3)cc1 (configuration not stated)
  i | -0.7
Cc1cc(NC(=O)OC(C)(C)C)c(-n2nnnc2C(C(=O)c2ccccc2)N2CCOCC2)cc1C (configuration not stated)
  20.5 | -0.3
CNC(=O)OCc1ncn(-c2ccccc2)c1COC(=O)NC
  10.7 | 0.2
COc1ccccc1CNc1nc(NCc2ccccc2OC)c2sccc2n1
  -31.6 | 85.2*
O=C(Nc1ccc2c(c1)OCO2)c1csc([C@@H]2O[C@H](CO)[C@H](O)[C@H](O)[C@H]2O)n1
  13.9 | -2.4
CN(Cc1ccc(Cl)c(Cl)c1)C(C(=O)NCc1ccccc1)c1ccco1 (configuration not stated)
  2.3 | -0.8
CC(C)n1[nH]c2ccccc2c1=O
  -42.5 | -0.1
Cc1noc(C)c1-c1ccc(C(=O)NCc2ccco2)c2occc12
  -25.2 | 0.0
COc1ccc(CC(N)c2csc(Nc3cnccn3)n2)cc1 (configuration not stated)
  -44.9 | 0.9
O=C(NC1CCCCC1)c1ccc(-c2cn[nH]c2)c2ccoc12
  -42.6 | -0.4
CC(=O)c1cccc(-c2ccnc3c2CC(C(=O)Nc2cccc(N(C)C)c2)O3)c1 (configuration not stated)
  -113.8 | 0.2
Cc1cc(Br)cn2c(Cc3cccc(F)c3)c(-c3cccc(Br)c3)nc12
  1.7 | 2.6

Next part.
Under each structure: SENP8 inh | MPTP block
COc1cccc(NC(=O)C2(C)CCCN(C(C)C)C2)c1 (configuration not stated)
  8.0 | 0.4
O=C(NCc1ccccc1)C(CCc1ccccc1)n1c(=O)c(-c2cc3ccccc3[nH]2)nc2ccccc21 (configuration not stated)
  -394.3 | 2.7
O=S1(=O)CC(N2CCC(Cc3ccccc3)CC2)CN1Cc1ccc(F)cc1 (configuration not stated)
  14.6 | -1.3
NC(c1csc(NC(=O)Nc2cccc(Cl)c2)n1)c1ccccc1Cl (configuration not stated)
  2.1 | 4.9
CN1CCC(N2CCN(C3CN(C4CCCCC4)S(=O)(=O)C3)CC2)CC1 (configuration not stated)
  23.1 | -1.4
Cc1ccccc1CNC(=O)c1csc([C@H]2C[C@H](O)[C@@H](CO)O2)n1
  22.1 | 1.2
CCc1nc2ccc(C(=O)NCC3CCCCC3)cn2c1N(CCC(C)C)CCN(C)C
  -50.2 | -0.7
CCCNC(=O)C1(C)CCCN(C(=O)c2cccc(OC(F)(F)F)c2)C1 (configuration not stated)
  12.9 | 1.6
CCNC(=O)C1(C)CCN(Cc2csc(-c3ccccc3)n2)C1 (configuration not stated)
  5.7 | -0.6
CC(C)C[C@H]1CN(CCCC[C@@H]2CNC(=O)C(=O)N2Cc2ccccc2)C(=O)C(=O)N1Cc1ccccc1
  1.9 | 0.3
COc1ccc(C(O)c2nc(-c3ccccc3)cs2)cc1 (configuration not stated)
  7.8 | 0.0
CC1(C(=O)NS(=O)(=O)c2ccccc2C(F)(F)F)CCN1C(=O)CCC1CCCC1 (configuration not stated)
  4.5 | -0.2
O=C(Nc1ccc(F)cc1)C(CCc1ccccc1)N1CCN(CC(=O)N2CCCC2)CC1 (configuration not stated)
  18.6 | 4.6
COc1ccc(NC(=O)C(c2ccccc2)n2c(=O)c(-c3ccco3)nc3ccccc32)cc1 (configuration not stated)
  -312.6 | -1.1
COc1cccc(-c2cnc(C(O)c3cc(C)cc(C)c3)[nH]2)c1 (configuration not stated)
  9.1 | -0.2
O=C(NCc1ccccc1)c1cc(C2CCCCN2C(=O)c2ccccc2)on1 (configuration not stated)
  6.0 | -0.8
CCc1nc2ccc(C(=O)N(C)Cc3ccccc3)cn2c1N(CC)Cc1cccc(Br)c1
  10.2 | -1.6
COc1ccc(OC)c(NC(=O)Nc2nnc(COCCO)s2)c1
  -8.8 | -0.6
O=C1NC[C@H](CCCCN2C[C@H](Cc3ccccc3)N(CCC3CCCCC3)C(=O)C2=O)N(CCc2ccccc2)C1=O
  -3.3 | -4.8
Cc1ccccc1S(=O)(=O)NC(=O)C1(C)CCN1C(=O)CCc1cccs1 (configuration not stated)
  24.2 | 0.2

Reprinted at random: 2 compounds from above, in no set order.
Under each structure: SENP8 inh | MPTP block
OC(c1cccnc1)c1nc(-c2cccc(F)c2)cs1 (configuration not stated)
  1.6 | -0.8
COc1ccc(Cl)cc1-c1cc(C(=O)NCc2ccc(F)cc2)[nH]n1
  10.3 | -1.8

Next section.
Under each structure: SENP8 inh | MPTP block
CCCCn1nnnc1C(CCc1ccccc1)N1CCN(C/C=C/c2ccccc2)CC1 (configuration not stated)
  19.6 | 0.5
Cc1cn([C@H]2C[C@H](O)[C@@H](/C=C/C(=O)NCCN3CCCCC3)O2)c(=O)[nH]c1=O
  18.5 | -2.1
Cc1ccc(-c2csc(C(O)(c3ccccc3)C(F)(F)F)n2)cc1C (configuration not stated)
  16.8 | 1.6
COc1ccc(NC(=O)C2Cc3c(-c4ccc5c(c4)OCO5)ccnc3O2)cn1 (configuration not stated)
  -66.9 | -0.4
CC(=O)Oc1ccc(Cn2c(C)c(C(=O)NCc3ccccc3C(F)(F)F)sc2=O)cc1
  2.3 | -0.4
CCc1nc2c(OCc3ccccc3)cccn2c1N(C)C(=O)c1ccc2c(c1)OCO2
  3.0 | -0.4
CC(=O)NC(c1cccc(F)c1)c1nc(-c2cccc(C(C)C)c2)cs1 (configuration not stated)
  9.6 | 0.1
CC1=C(C(=O)N(C(C)C)C(C)C)CC(CC(=O)NCCCN(C)C)C(=O)N1Cc1ccc(C(C)(C)C)cc1 (configuration not stated)
  11.4 | -0.4
COc1ccc(-c2csc(C(C)(NC(C)=O)c3ccc(OC)cc3)n2)cc1 (configuration not stated)
  9.4 | 1.3
C=CCNc1nc(Nc2ccc(OC)c(OC)c2)c2sc(-c3ccccc3)cc2n1
  -108.5 | 1.7
O=S1(=O)CC(N2CCCC2)CN1Cc1cn(Cc2ccccc2)nn1 (configuration not stated)
  14.1 | -0.1
CCCCC[C@H](C)N1C[C@H](COCc2ccccc2)Oc2cc(N3CC[C@@H](N(C)C)C3)ccc2S1(=O)=O
  6.2 | 5.1
CC(C)C[C@H]1CN([C@@H](Cc2ccccc2)CN2CCC[C@@H]2CN2C(=O)C(=O)NC[C@@H]2Cc2ccccc2)C(=O)C(=O)N1CCc1ccccc1
  6.7 | -4.1
CC(C)NC(=O)C1(C)CSCC(=O)N1Cc1cccs1 (configuration not stated)
  26.8 | -1.4
O=C(Cc1csc2ccccc12)NCC1CC1
  5.9 | -2.0
c1cncc(CN2CCN(c3cc(-c4cnc5ccccc5c4)nc4ccnn34)CC2)c1
  -318.2 | -1.4
O=S1(=O)CC(N2CCCC2)CN1Cc1cn(Cc2cccc(Cl)c2)nn1 (configuration not stated)
  19.0 | 0.5
O=C(Nc1cccc(C(F)(F)F)c1)c1ccc2sc([C@H]3C[C@H](O)[C@@H](CO)O3)nc2c1
  -0.6 | -0.1
O=C(Nc1ccccc1)c1cc(C2CCCCN2S(=O)(=O)c2ccc(F)cc2F)on1 (configuration not stated)
  11.0 | 0.6

Three entries already listed, arranged by molar mass, low to high:
Under each structure: SENP8 inh | MPTP block
O=C(Cc1csc2ccccc12)NCC1CC1
  5.9 | -2.0
CC(=O)Oc1ccc(Cn2c(C)c(C(=O)NCc3ccccc3C(F)(F)F)sc2=O)cc1
  2.3 | -0.4
CC1=C(C(=O)N(C(C)C)C(C)C)CC(CC(=O)NCCCN(C)C)C(=O)N1Cc1ccc(C(C)(C)C)cc1 (configuration not stated)
  11.4 | -0.4
